Keap1-Nrf2 PPI: Keap1-Nrf2 protein-protein interaction inhibitors, primary screen, biochemical, fluorescence polarization, single point | AID 504523, 2011 | 0.15% of 340,000 active | Kelch-like ECH-associated protein 1 (Homo sapiens), Q14145 | inhibition, % at 9.4 µM | Keap1 Kelch-Nrf2 peptide fluorescence polarization, 1536-well; in the data active = inhibition above about 12%;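 also: human Keap1 Kelch domain with fluorescein labeled Nrf2 9mer peptide probe; 0% = neutral control wells and 100% = peptide positive control; higher means more block of Keap1 binding to Nrf2 peptide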
RTF Ca sens inh: cardiac RTF calcium sensitivity inhibitors, primary screen, biochemical, IANBD-TnC fluorescence, EC70 calcium. 0.12% of 340,000 active. Troponin I, cardiac muscle (Homo sapiens) + Troponin T, cardiac muscle (Homo sapiens) + …. AID 493244, 2011. IANBD-labeled cardiac RTF, Ca2+ fluorescence. inhibition, % at 7.15 µM;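 active = inhibition above the mean inhibition of all tested compounds plus 3 SD, cut at about 17% in these data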;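 also: assay run at fixed EC70 calcium of 1.6 mM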
SR-BI HDL uptake: inhibitors of SR-BI mediated HDL lipid uptake, primary screen, ldlA[mSR-BI] cells, fluorescence, single point; inhibition, % at 12.5 µM; ldlA[mSR-BI] CHO cells, DiI-HDL uptake fluorescence, 3 h; 0.96% of 320,000 active;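 active = mean replicate inhibition of at least 70% and a set share of replicates each scoring 70 or more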;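 also: 0% = median of neutral control wells and 100% = median of positive control wells; values of inactives mirror those of a sister screen read the other way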
SR-BI uptake up: activators of SR-BI mediated DiI-HDL uptake, primary screen, ldlA[mSR-BI] CHO cells, DiI fluorescence. 3 h; 100 = double the neutral-control signal. AID 504775, 2011. activation, % at 12.5 µM. 0.096% of 320,000 active;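 active = mean replicate activation of at least 60% and every replicate at or above 60%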;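 also: 0% = median plate neutral-control signal and 100% = twice that signal; values of inactives mirror those of a sister screen read the other way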
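Material – SR-BI-overexpressing, LDLR-lacking CHO cells · Medium – BSA-supplemented, HEPES-buffered Ham's F12, pH 7.4 · Doses – single concentration · Times – compound with DiI-HDL co-incubation, 3 h at 37 °C · Measured by – bottom-read fluorescence, 550/595 nm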
Arrestin-AP2 inh: inhibitors of beta-arrestin/AP2 binding, primary screen, biochemical, GPCR trafficking, flow cytometry; beta-arrestin 1 C-terminal peptide binding to AP2 beta2-adaptin appendage (human); FITC-arrestin peptide / GST-AP2 beads; AP2 beta2 appendage carries R879A mutation; inhibition, % at 10 µM; 0.31% of 340,000 active; AID 504490, 2011;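 active = inhibition above a set limit, near 3 SD of compounds lacking own fluorescence, cut at about 54% in these data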;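 also: plate controls were DMSO wells for no effect and 5 µM unlabelled arrestin peptide for full effect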
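System: GST-tagged AP2 beta2-adaptin appendage (R879A) on 4 µm glutathione beads / Reagent: FITC-arrestin peptide, 50 nM / Detection: HyperCyt-sampled flow cytometry, FL1 channel, ex 488/em 535 nm / Timing: 12 min plus 1 h, RT / Buffer or medium: PBS plus Tween 20 (0.05%) and BSA (0.1%)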
NSD2 inh: NSD2 histone methyltransferase inhibitors, primary screen, biochemical, AlphaScreen, single concentration, set 2; Histone-lysine N-methyltransferase NSD2 (Homo sapiens), O96028; NSD2 peptide methylation, 120 min; inhibition, % at 12.5 µM; 0.54% of 310,000 active; in the data active = inhibition above about 50%
PKA-R2B activ: activators of PKA-R2B holoenzyme, primary screen, biochemical, fluorescence polarization, Cy5-IP20, human. cAMP-dependent protein kinase catalytic subunit beta (Homo sapiens) + cAMP-dependent …. PKA-R2B holoenzyme dissociation; R2B truncated from residue 108, S112A mutant; 0% DMSO only, 100% 113 µM cGMP. activation, % at 11.4 µM. 0.079% of 340,000 active;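 active = activation above a cutoff set at the mean over all compounds plus 3 SD, cut at about 18% in these data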;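 also: higher means more holoenzyme dissociation and a rise in polarization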
Target sequence (P31323 whole entry, looked up, other chains not shown, the tested form may be a part): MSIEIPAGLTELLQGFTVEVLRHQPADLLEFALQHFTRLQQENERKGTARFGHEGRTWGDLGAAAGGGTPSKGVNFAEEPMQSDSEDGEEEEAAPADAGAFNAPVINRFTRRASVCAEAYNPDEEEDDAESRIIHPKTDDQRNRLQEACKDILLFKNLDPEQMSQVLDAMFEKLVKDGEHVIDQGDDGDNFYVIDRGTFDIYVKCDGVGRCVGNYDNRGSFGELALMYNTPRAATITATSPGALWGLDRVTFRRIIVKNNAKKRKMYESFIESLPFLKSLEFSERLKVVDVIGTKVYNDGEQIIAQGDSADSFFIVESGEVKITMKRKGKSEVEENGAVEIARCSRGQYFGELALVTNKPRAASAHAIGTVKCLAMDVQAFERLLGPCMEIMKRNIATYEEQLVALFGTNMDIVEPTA
LANA DNA inh: inhibitors of KSHV C-LANA binding to DNA, primary screen, biochemical, fluorescence polarization, FAM-LBS DNA, MBP-C-LANA, single point; inhibition, % at 9 µM; 0.078% of 340,000 active;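 active = highest replicate inhibition at or above 60% at 9 µM, even if other replicates fall short; inactive = all replicates below 60% inhibition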;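 also: 0% = neutral control wells and 100% = 4 µM acridine orange control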
DAGLB inhibitor: DAGLB lipase inhibitors, primary screen, biochemical, fluorescence, HTS. HEK293T DAGLB membrane lysate, EnzChek fluorogenic substrate. inhibition, % at 5.17 µM. 0.059% of 340,000 active; in the data active = inhibition above about 34%;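 also: 0% = enzyme with vehicle and 100% = wells lacking enzyme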
Target sequence (Q8NCG7 whole entry, looked up): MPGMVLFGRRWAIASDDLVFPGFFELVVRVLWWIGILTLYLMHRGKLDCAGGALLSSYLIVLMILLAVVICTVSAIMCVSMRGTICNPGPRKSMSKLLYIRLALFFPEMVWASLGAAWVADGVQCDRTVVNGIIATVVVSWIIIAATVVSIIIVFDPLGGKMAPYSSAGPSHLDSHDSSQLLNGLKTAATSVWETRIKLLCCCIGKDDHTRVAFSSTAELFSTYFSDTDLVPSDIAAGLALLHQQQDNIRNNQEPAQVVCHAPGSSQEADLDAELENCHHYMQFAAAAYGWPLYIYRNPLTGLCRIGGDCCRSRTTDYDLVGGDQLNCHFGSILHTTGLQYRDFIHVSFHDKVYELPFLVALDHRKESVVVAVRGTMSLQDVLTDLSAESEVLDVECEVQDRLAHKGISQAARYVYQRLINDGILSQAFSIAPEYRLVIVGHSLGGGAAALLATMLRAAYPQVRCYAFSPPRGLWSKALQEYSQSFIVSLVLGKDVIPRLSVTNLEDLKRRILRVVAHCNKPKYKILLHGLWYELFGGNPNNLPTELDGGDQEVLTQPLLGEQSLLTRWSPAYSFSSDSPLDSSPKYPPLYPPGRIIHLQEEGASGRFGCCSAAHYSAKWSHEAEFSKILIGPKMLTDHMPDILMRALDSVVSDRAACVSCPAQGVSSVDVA
PvdQ acylase: P. aeruginosa PvdQ acylase inhibitors, primary screen, biochemical, fluorescence, plate reader and imaging, single point; PvdQ acylase [Pseudomonas aeruginosa LESB58]; 0.063% of 340,000 active; inhibition, % at 10 µM; AID 488965, 2010; purified PvdQ acylase; in the data active = inhibition above about 30%, passing the limit was not always enough;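 also: 0% = vehicle neutral wells and 100% = reference inhibitor wells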
* = called active by the depositor; / = not tested or not shown.

Sample of the layout:
SMILES	Keap1-Nrf2 PPI	RTF Ca sens inh	SR-BI HDL uptake	SR-BI uptake up	Arrestin-AP2 inh	NSD2 inh	PKA-R2B activ	LANA DNA inh	DAGLB inhibitor	PvdQ acylase
O=C1CS/C(=N/N=C/c2ccccc2)N1Cc1ccco1	-2	-4	1	-1	-8	5	-8	0.5	-5	-17
Cc1cccc(C)c1Nc1c(-c2ccccn2)nc2ccccn12	0	2	14	-14	-3	24	-12	-0.1	5	-9
Cc1cccc(-c2nsc(SCC(=O)Nc3nccs3)n2)c1	-5	-5	-33	33	1	-7	0	18	-4	4
CC1CCN(C(=O)CNS(=O)(=O)c2ccc(Br)s2)CC1	-4	-5	-25	25	5	-2	-9	-0.6	1	8
CCOc1ccc(NC(=O)CSc2nc(=O)n(Cc3cccnc3)c3c2CCC3)cc1	0	8	13	-13	5	4	-9	-2.8	-1	1
COC(=O)C1CN(C(=O)COc2cccc(C)c2C)c2ccccc2O1 (centres undefined)	0	-10	1	-1	-1	3	5	1.1	-3	-14
COc1ccccc1-c1cc(C(=O)Nc2cc(C)nn2-c2ccccc2)no1	-6	-3	53	-53	9	-1	-2	0.7	-7	-3
COc1ccccc1N1CCN(C(=O)C(NS(=O)(=O)c2cccs2)c2ccccc2)CC1 (centres undefined)	-3	-6	-5	5	26	1	-14	1.4	3	-3
Cc1cc(OCC(=O)N2CCC(C(=O)O)CC2)c2c(C)cc(=O)oc2c1	-3	6	-1	1	15	/	-3	-0.5	-1	2
CCC(C)NC(=O)CSC1=Nc2ccccc2C2=NC(CCC(=O)NCc3ccco3)C(=O)N12 (centres undefined)	-3	-1	4	-4	-11	-2	-9	2.0	3	-12

Main list (from the top)
SMILES	Keap1-Nrf2 PPI	RTF Ca sens inh	SR-BI HDL uptake	SR-BI uptake up	Arrestin-AP2 inh	NSD2 inh	PKA-R2B activ	LANA DNA inh	DAGLB inhibitor	PvdQ acylase
O=C1CS/C(=N/N=C/c2ccccc2)N1Cc1ccco1	-2	-4	1	-1	-8	5	-8	0.5	-5	-17
Cc1cccc(C)c1Nc1c(-c2ccccn2)nc2ccccn12	0	2	14	-14	-3	24	-12	-0.1	5	-9
Cc1cccc(-c2nsc(SCC(=O)Nc3nccs3)n2)c1	-5	-5	-33	33	1	-7	0	18	-4	4
CC1CCN(C(=O)CNS(=O)(=O)c2ccc(Br)s2)CC1	-4	-5	-25	25	5	-2	-9	-0.6	1	8
CCOc1ccc(NC(=O)CSc2nc(=O)n(Cc3cccnc3)c3c2CCC3)cc1	0	8	13	-13	5	4	-9	-2.8	-1	1
COC(=O)C1CN(C(=O)COc2cccc(C)c2C)c2ccccc2O1 (centres undefined)	0	-10	1	-1	-1	3	5	1.1	-3	-14
COc1ccccc1-c1cc(C(=O)Nc2cc(C)nn2-c2ccccc2)no1	-6	-3	53	-53	9	-1	-2	0.7	-7	-3
COc1ccccc1N1CCN(C(=O)C(NS(=O)(=O)c2cccs2)c2ccccc2)CC1 (centres undefined)	-3	-6	-5	5	26	1	-14	1.4	3	-3
Cc1cc(OCC(=O)N2CCC(C(=O)O)CC2)c2c(C)cc(=O)oc2c1	-3	6	-1	1	15	/	-3	-0.5	-1	2
CCC(C)NC(=O)CSC1=Nc2ccccc2C2=NC(CCC(=O)NCc3ccco3)C(=O)N12 (centres undefined)	-3	-1	4	-4	-11	-2	-9	2.0	3	-12
CCCCCCn1c(SCC(=O)c2ccccc2)nc2c1c(=O)[nH]c(=O)n2C	2	2	-8	8	13	/	-9	2.0	-2	2
CCOC(=O)CCNC(C)C1COc2ccccc2O1 (centres undefined)	-2	0	-15	15	38	2	-5	-0.9	-5	5
CSc1ccccc1OCc1cc(C(=O)N[C@H]2CCCCNC2=O)no1	2	-2	0	0	-4	1	-2	-1.6	0	-8
COc1ccc(C(=O)NC(=S)Nc2ccc(CN3CCOCC3)cc2)cc1Br	-2	-13	41	-41	36	2	2	0.8	4	-8
CCOC(=O)C1=C(C)OC(N)=C(C#N)C1c1cc2cc(C)ccc2nc1N1CCCCC1 (centres undefined)	-3	-20	-26	26	-3	17	-16	2.6	3	-17
CCn1c(SCC(=O)N2CCCCCC2)nc2ccccc2c1=O	-2	-7	/	/	12	-2	-1	-0.6	-5	14
C=CC[C@@H](CC(=O)N(CCO)Cc1ccccc1)C(=O)N[C@@H](COC(=O)[C@H](CC=C)CC(=O)OC(C)(C)C)Cc1c[nH]c2ccccc12	0	5	-2	2	-8	/	-1	1.1	-2	-17
O=C(O)CCc1nc2ccccc2n(CCc2ccccc2)c1=O	-3	-8	-16	16	-3	2	2	-0.4	1	-13
CCOc1ccccc1NC(=O)c1ccc(S(=O)(=O)N2CCCCC2)cc1	0	1	76*	-76	26	-2	6	0.6	-3	-1
COc1ccc(/C=N/Nc2nc3ccccc3c(=O)[nH]2)cc1	-1	-2	-21	21	-9	-10	3	-1.6	-1	-4
Nc1oc2ccccc2c(=O)c1C=O	-6	4	-21	21	1	-2	1	0.8	-1	-14
COCCN1CCN(C(=O)C2CCC(=O)N(CCc3ccccc3)C2)CC1 (centres undefined)	-3	-14	-10	10	-3	0	0	-1.8	-2	-8
O=[N+]([O-])c1cccc(/C=N/N=C\c2ccccc2)c1	3	1	29	-29	-3	2	-4	-0.2	-3	-12
CCCCC(=O)N1C/C=C\C(c2ccc(OC)cc2)N(Cc2ccc(F)cc2)C(=O)[C@H]1Cc1ccccc1 (some centres undefined)	1	0	0	0	6	/	-14	-2.0	-15	6

Filtered by structure, the compounds so far containing bromine
SMILES	Keap1-Nrf2 PPI	RTF Ca sens inh	SR-BI HDL uptake	SR-BI uptake up	Arrestin-AP2 inh	NSD2 inh	PKA-R2B activ	LANA DNA inh	DAGLB inhibitor	PvdQ acylase
CC1CCN(C(=O)CNS(=O)(=O)c2ccc(Br)s2)CC1	-4	-5	-25	25	5	-2	-9	-0.6	1	8
COc1ccc(C(=O)NC(=S)Nc2ccc(CN3CCOCC3)cc2)cc1Br	-2	-13	41	-41	36	2	2	0.8	4	-8

(list continues)
SMILES	Keap1-Nrf2 PPI	RTF Ca sens inh	SR-BI HDL uptake	SR-BI uptake up	Arrestin-AP2 inh	NSD2 inh	PKA-R2B activ	LANA DNA inh	DAGLB inhibitor	PvdQ acylase
CCc1ccc(NC(=O)C(=O)N/N=C(\C)CC(=O)NCCOC)cc1	-7	-4	-6	6	-22	-2	-10	0.1	-1	-14
CC1Cc2cc(S(=O)(=O)N3CCC(C(=O)N4CCN(c5ccccc5F)CC4)CC3)ccc2N1C(=O)C1CC1 (centres undefined)	-2	-4	48	-48	-26	-3	-7	-0.4	-1	10
O=C1N[C@@H](Cc2ccccc2)COC(=O)[C@@H](Cc2ccc(F)cc2)CC/C=C/C[C@@H]1CC(=O)N(CCO)Cc1ccccc1	-5	-26	16	-16	9	/	-2	1.9	-6	3
COc1ccccc1Nc1nc2ccccc2n2cnnc12	0	8	-4	4	-9	-6	-8	-3.4	-6	-2
Cc1cc(C)cc(NC(=S)NCCCO)c1	0	4	-5	5	39	1	2	2.2	-2	-2
O=C(CSc1nc2ccccc2c(=O)[nH]1)Nc1ccccc1N1CCOCC1	-2	-2	1	-1	-1	-4	4	-1.2	-2	4
O=C(CN1CCOCC1)Nc1cccc(C(=O)Nc2cccc(C(F)(F)F)c2)c1	0	-4	29	-29	15	1	-3	0.1	2	-3
Fc1ccc(-c2cnn3c(-c4cccs4)ccnc23)cc1	-7	4	18	-18	5	-1	-10	3.4	-1	-6
COc1ccc(-c2sc3cc4c(cc3c2-c2ccc3c(c2)OCCO3)OCO4)cc1	-5	2	-1	1	-1	/	-10	0.5	-1	-17
COc1ccc(Cc2noc(CN(C)CCc3ccccc3)n2)cc1OC	3	4	/	/	-5	5	-9	-0.4	-3	-10
CCCOc1ccc(N2C(=O)CC(N3CCN(c4ccccc4OC)CC3)C2=O)cc1 (centres undefined)	3	-6	1	-1	9	/	3	0.0	-3	-18
CC1=C(C#N)C(NC(=O)c2cccc(Cl)c2)(C(F)(F)F)C(=O)N1 (centres undefined)	-4	-2	-21	21	-9	-2	-9	-1.7	-2	-10
O=C(CN1CCSC1=NCc1ccccc1)c1ccc(Cl)cc1	-1	3	-2	2	17	-5	-1	-0.8	-4	25
O=C(C[n+]1cccc(CNC(=O)c2ccc(OC(F)F)cc2)c1)Nc1ccc(F)cc1	2	-18	-5	5	-4	3	-1	3.4	3	-3
C=CCn1c(=O)c2c(nc3n2CCCN3CCc2ccc(OC)c(OC)c2)n(C)c1=O	2	-3	0	0	14	1	4	1.4	1	-9
COc1ccc(NC(=O)CSc2nnnn2Cc2ccccc2)cc1	-2	-17	-20	20	-7	-1	-14	-0.9	-3	-5
Cc1oc2nc(SCC(=O)NC3CCCCC3)nc(N)c2c1C	-6	-1	-388	389*	8	2	9	18	-7	6
CCC1Oc2ccccc2N(CC(=O)NCCN2CCc3ccccc3C2)C1=O (centres undefined)	-2	-1	-2	2	6	-1	-11	-0.4	2	-4
O=C(CSc1nccn1-c1ccccc1)NCc1ccc(F)cc1	-1	-10	-6	6	-4	0	-1	1.1	0	-15
O=C(NC(=S)Nc1ccc(CN2CCOCC2)cc1)c1ccc2c(c1)OCCO2	0	2	-16	16	8	2	-1	-1.9	0	-4
CCn1cc([N+](=O)[O-])c(C(=O)Nc2ccn(C34CC5CC(CC(C5)C3)C4)n2)n1	-2	-11	-4	4	1	2	1	1.8	-5	-10
CC(C)C(Cl)=NOC(=O)Nc1ccc(F)cc1	-6	-2	-21	21	-17	5	1	0.0	-3	-7
FC(F)Oc1ccc(/C=N/n2c(Cc3ccc(Br)cc3)n[nH]c2=S)cc1	-1	-6	/	/	14	4	-12	1.1	-2	21
Cn1c(CCNC(=O)c2ccccc2F)nnc1SCC(=O)Nc1ccccc1F	3	-2	-4	4	-33	-2	-7	0.1	-1	-8
O=C1CCCc2sccc2N1	-1	3	-20	20	-7	-2	1	1.2	-4	-11
COc1ccc(C(=O)Nc2nc(N3C(=O)c4ccccc4C3=O)n(-c3ccccc3)n2)cc1	-1	-3	7	-7	-2	0	-16	0.8	1	-6
